p53ts 39C kill = kills p53ts cells at the nonpermissive temperature; H1299-p53A138V viability at 39C, ATP luminescence, 24 h; Potency, µM (doses to about 46.1 µM), for the others: at the highest dose activity change, negative = cell killing, most hits filed as cytotoxic; 1.5% of 130,000 active; also: nearly all actives have a fitted effect of over 55% in size
p53ts 32C kill = p53ts cell cytotoxicity, permissive temperature. 0.93% of 130,000 active. H1299-p53A138V at 32C, ATP luminescence viability, 24 h. AID 924. Potency, µM (titrated, usually from 46.1 µM), inactives show at the top dose activity change, negative = cytotoxicity, actives largely listed as cytotoxic;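 also: 0% = DMSO and -100% = full killing by reference compound; nearly all actives have a fitted effect of over 55% in size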
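ATP-content luminescence (ATPlite) read-out after 24 h compound exposure at 32C in H1299-p53A138V cells (600/well). Tested up to 46 uM. Normalized to DMSO (0%) and 100 uM tamoxifen (100% killing); Hill-fit AC50.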
IkB sig inh = IkB pathway inhibition in ABC-DLBCL cells | ABC-DLBCL IkBa-CBG/CBR dual luciferase ratio, 4 h; response scale: scaled: untreated 0%, proteasome inhibitor 100% | Potency, µM (doses to about 57.1 µM), for the others: at the top dose IkBa stabilization activation | 0.04% of 110,000 active; active = well fitted curve in the direction sought with a large enough effect in the signal ratio, not every such curve was filed as active; inconclusive = small, poorly fitted or top-dose-only effect, or a change in a side signal; the % refers to the signal ratio;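 also: the direction sought is a rising ratio; 0% = basal untreated cells and 100% = reference inhibitor full response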
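In this assay, an IκBα–CBG68 fusion accumulates when IKK-driven degradation is blocked; native CBR normalizes for cell number. OCI-Ly3 cells were treated 4 h with compound and doxycycline, then green and red light read after Chroma-Glo addition.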
Peg3 imprint = genomic imprint erasure induction | mouse ES Peg3-LacZ reporter, beta-gal luminescence, 40 h | Potency, µM (top dose mostly 60.7 µM), without a hit: at the top dose activity change, positive = activation, usual class: activators | 0.02% of 110,000 active;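 also: 0% = negative control wells on the plate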
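Imprint erasure is scored as LacZ activity from the silenced maternal Peg3 allele in feeder-free female ES cells cultured 40 h with LIF. Luminescence is normalized to in-plate negative controls and fitted to the Hill equation.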
Numbers without * were called inactive; ? = inconclusive; nt = not tested or not shown; [ ] = another dose, or the depositor's remark. Unless noted, calls follow the shape of the dose curve; as a rule, active = well fitted curve in the direction sought with a large enough effect; inconclusive = small, poorly fitted or top-dose-only effect, or another doubt; inactive = no such curve, though single readings can be large; an effect the other way counts as inactive or inconclusive. Unless noted, % is scaled to controls: 0 for no effect and ±100 for the full control effect; potency is read from the fitted curve at half-maximal effect. Not a hit list; 1.7% or so of the library scored in one or more.

SMILES	p53ts 39C kill	p53ts 32C kill	IkB sig inh	Peg3 imprint
COCCCNC(=O)CSC1=Nc2ccccc2C2=NC(CC(=O)NCc3ccccc3)C(=O)N12 (stereo not drawn)	-11%	-2%	-1.7%	12%
COC(=O)c1c(NC(=O)c2nc3ncccn3n2)sc(C(=O)N(C)C)c1C	2%	-5%	0.4%	-3%
COc1ccc(CCNC(=O)CC2COc3ccccc3O2)cc1OC (stereo not drawn)	5%	1%	-0.5%	-10%
CCN(CC)C(=O)c1sc2nc(-c3ccc(OC)cc3)cn2c1C	?	?	4.2%	-60%[inhibitor]
COCCNC(=O)Cn1nc(C)c2ccccc2c1=O	-1%	0%	-2.4%	-9%
Cc1ccn2cc(-c3ccc(C)c(NS(=O)(=O)c4ccc(Cl)cc4)c3)nc2c1	-14%	-5%	?	-6%[10.9 µM]
COc1ccc(S(=O)(=O)NCc2ccccn2)c(Cl)c1Cl	10%	0%	-1.3%	11%
CCOc1ccccc1NS(=O)(=O)c1cc(-c2cnc(C3CC3)o2)ccc1C	-9%	4%	0.1%	-12%[10.9 µM]
O=c1oc(-c2cccs2)nc2sc3c(c12)CCC3	-5%	-3%	10.0%	-60%[inhibitor]
Cc1cccc(N(C)c2nc3ccc(C)cc3n3nnnc23)c1	-18%	-5%	1.6%	-4%[10.9 µM]
COc1ccc(-c2csc3ncnc(Nc4ccccc4)c23)cc1	-13%	5%	?	-8%[10.9 µM]
CC(Oc1ccccc1)C(=O)NC1CC(C)(C)NC(C)(C)C1 (stereo not drawn)	6%	-8%	-3.1%	-1%
CC1(C)CC(=O)C=C(NCc2cccnc2)C1	-3%	3%	-1.1%	1%
CCn1c(C(C#N)/C(=N\S(=O)(=O)c2cccs2)c2ccccc2)nc2ccccc21 (stereo not drawn)	7%	0%	?	-2%
Cc1cc(Cl)ccc1NC(=O)CCS(=O)(=O)c1cc2c(cc1C)NC(=O)CO2	-12%	0%	0.9%	-14%[10.9 µM]
CN1CC=C2C(C#N)=C(N)C(C#N)(C#N)C(CCc3ccccc3)C2C1 (stereo not drawn)	-5%	-2%	2.2%	-12%
O=C(Nc1nc2c(s1)CCCC2)c1cccs1	10µM*	10µM*	?	nt
O=C(c1cc(-c2ccccn2)nc2c(Cl)cccc12)N1CCN(C(=O)C2CCCO2)CC1 (stereo not drawn)	3%	-1%	-4.5%	-2%
O=C(CCNc1ccc(F)cc1)c1ccco1	-8%	-11%	?	-39%[inhibitor]
CCc1nc(SCC(=O)Nc2c(C)n(C)n(-c3ccccc3)c2=O)n[nH]1	-1%	2%	0.0%	-8%
CS(=O)(=O)Nc1cccc(-c2cncnc2NCc2cccs2)c1	-1%	0%	-0.9%[11.4 µM]	-5%
O=C(COc1ccccc1Cl)Nc1nc2c(s1)CCCC2	-18%	-15%	-1.7%	-14%[10.9 µM]
Cc1cccn2c(=O)cc(COc3cccc(NC(=O)c4ccccc4F)c3)nc12	7.9µM*	-5%	?	-3%[10.9 µM]
COc1ccccc1C(c1c(O)cc(C)n(Cc2ccco2)c1=O)N1CCCCC1 (stereo not drawn)	16%	7%	0.4%	-6%[10.9 µM]
Cc1c(C(=O)OC2CCC(C)CC2)[nH]c2c1C(=O)CC(c1ccccc1Cl)C2 (stereo not drawn)	-5%	13%	1.7%	2%[10.9 µM]
CC(=O)c1nnn(-c2nc(N)nc(N(c3ccccc3)c3ccccc3)n2)c1C	5%	2%	?	-8%
Cc1cccc(C(=O)Nc2cc3c(cc2N2CCCCC2)n(C)c(=O)c(=O)n3C)c1	-10%	-2%	3.2%	-5%[10.9 µM]
O=C(NCC1CCCO1)c1ccc2c(=O)n(CCc3ccccc3)c(=O)[nH]c2c1 (stereo not drawn)	-2%	-7%	-2.6%	-12%
O=S1(=O)CCC(NS(=O)(=O)c2cccc3cccnc23)C1 (stereo not drawn)	6%	-4%	0.8%	-4%
CCN(c1ccccc1)S(=O)(=O)c1ccc(NC(=O)c2cc(=O)c3c(C)cc(C)cc3o2)cc1	-3%	3%	0.6%	-15%[10.9 µM]
N=c1c(S(=O)(=O)c2ccccc2)cc2c(=O)n3ccccc3nc2n1CC1CCCO1 (stereo not drawn)	0%	4%	-2.8%	nt
Cc1ccc(/C(N)=N/OC(=O)c2ccco2)cc1	-6%	-7%	nt	nt
CCOc1ccc(NC(=O)CSc2nccn2C2CCCC2)cc1	-19%	1%	0.0%	-15%[10.9 µM]
Nc1nnc(Cc2ccc(Cl)cc2)s1	2%	-7%	1.8%	-2%
CC[C@@](N)(C(=O)O)c1ccc(C(=O)O)cc1	-12%	0%	0.9%	-2%
Cc1cccc(-n2ncc3c(N4CCN(CCO)CC4)ncnc32)c1	-18%	-5%	-4.4%	-11%[10.9 µM]
COc1cc(NC(=O)Cc2ccccc2)ccc1NC(=O)c1ccco1	-13%	3%	-2.3%	-11%
COc1ccc(OC)c(CCNC(=O)c2sc3nc4n(c(=O)c3c2C)CCCC4)c1	0%	-9%	10%	-6%[10.9 µM]
COc1cccc(-n2c(C)c(C(C)=O)c(C(C)=O)c2C)c1	8%	2%	0.6%	-7%
CCOC(=O)CNc1nc(-c2ccncc2)nc2ccccc12	21%	14%	-2.7%	-4%
CSc1ncc(Cl)c(C(=O)Nc2ccc(S(=O)(=O)N3CCCC(C)C3)cc2)n1 (stereo not drawn)	?	-5%	-1.9%	?
O=C(/C=C/N1CCOCC1)c1cc2ccccc2o1	?	13µM*	6.4%	-41%[inhibitor]
c1cncc(Oc2cccc(Oc3cccnc3)c2)c1	3%	-6%	nt	nt
CCOC(=O)c1c(C)[nH]c(C(=O)OCc2c(C)noc2C)c1C	-14%	9%	1.2%	-15%
O=C(Cn1cnc2nc3c(cc2c1=O)CCCC3)Nc1ccc(F)cc1Cl	-12%	-3%	-0.2%	2%[10.9 µM]
CC(O)C(O)C(O)C(O)/C=N/NC(=O)c1ccccc1 (stereo not drawn)	0%	6%	nt	nt
C=CCOc1ccc(C2c3c(oc4ccccc4c3=O)C(=O)N2c2ccccn2)cc1OCC (stereo not drawn)	2%	0%	0.3%	-3%
COc1ccccc1/C=C/C(=O)Nc1nc2n(n1)C(c1ccc(F)cc1)C=C(c1ccccc1)N2 (stereo not drawn)	?	?	-1.8%	-11%[10.9 µM]
CN(CCNC(=O)c1cc2c(=O)n(C)c3ccccc3c2n1C)Cc1ccccc1	-14%	-6%	1.8%	-32%[inhibitor]
CC1CCN(S(=O)(=O)c2cc(C(=O)NCCc3ccccc3)n(C)c2)CC1	-5%	13%	0.7%	-11%[10.9 µM]

Compound profiles (already shown).
Shown for CN(CCNC(=O)c1cc2c(=O)n(C)c3ccccc3c2n1C)Cc1ccccc1 : p53ts 39C kill = -14%; p53ts 32C kill = -6%; IkB sig inh = 1.8%; Peg3 imprint = -32%[inhibitor]
Shown for Cc1ccc(/C(N)=N/OC(=O)c2ccco2)cc1 : p53ts 39C kill = -6%; p53ts 32C kill = -7%; IkB sig inh = nt; Peg3 imprint = nt

New compounds follow
SMILES	p53ts 39C kill	p53ts 32C kill	IkB sig inh	Peg3 imprint
CCCn1c(SCC(=O)Nc2nnc(CC)s2)nnc1-c1ccco1	-3%	-2%	-0.7%	-4%
Cc1ccc(OCCn2c(=O)sc3ccccc32)cc1	-17%	-13%	nt	nt
COc1ccc(Cn2nnnc2CN2CCC(c3nc4ccccc4s3)CC2)cc1	-3%	9%	?	3%
CCOC(=O)NCC(C)(C)CNC(=O)OCC	5%	13%	1.7%	-4%
Cc1ccc(NC(=O)C(=O)NCC(c2cccnc2)N2CCN(Cc3ccccc3)CC2)cc1Cl (stereo not drawn)	14%	7%	-2.2%	-11%[10.9 µM]
COc1ccc(C2C(C#N)=C(N)OC(C(C)(C)C)=C2C#N)cc1OC (stereo not drawn)	-6%	-1%	0.0%	-5%
CCN1C(C(=O)c2ccccc2)=C(OC(=O)COc2ccccc2)c2ccccc2S1(=O)=O	-26%	7%	?	-12%[10.9 µM]
CCn1ncc(Br)c1C(=O)Nc1sc2c(c1C(N)=O)CCC2	-6%	-14%	-2.0%	-7%
COCCN(CCOC)S(=O)(=O)c1ccc(C(=O)Nc2nc(C)c(C(C)=O)s2)cc1	8%	4%	-0.4%	-45%[inhibitor]
COc1ccc(NC(=O)c2c(NCc3cccs3)sc3c2CCCCC3)c(OC)c1	-8%	15%	3.4%	-14%[10.9 µM]
Cc1ccc(Cl)cc1NC(=O)CN1C(=O)c2cccc3cccc1c23	2%	12%	0.4%	-6%[10.9 µM]
COc1ncc2nc(-c3ccccc3)c(=O)n(CCC#N)c2n1	3%	-8%	-4.7%[11.4 µM]	?
O=S(=O)(NCc1ccccc1)c1ccc(-c2cnc(C3CC3)o2)cc1	?	0%	-2.7%	-7%[10.9 µM]
O=C(CN1CCN(S(=O)(=O)c2ccc(Br)cc2)CC1)Nc1ccc(F)cc1F	4%	10%	?	-4%
Cc1cccc(OCCn2c(=O)n(C)c3ccccc32)c1	-26%	-21%	1.0%	-30%[inhibitor]
COC(=O)N1CCC[C@@]2(CCN(C(=O)Nc3cccc(C#N)c3)C2)C1	-2%	-6%	-0.3%[11.4 µM]	nt
COc1ccc(-c2nc(C)c(C(C)=O)n2O)cc1OC	-7%	-16%	5.7%	-17%
CC(=O)NCC(=O)OCN1C(=O)c2ccccc2C1=O	6%	-1%	nt	nt
Cc1cccc(NC(=O)Cn2c(=O)n(Cc3ccco3)c(=N)c3c4c(sc32)COC(C)(C)C4)c1	9%	16%	?	-6%
COc1ccc(Nc2c(-c3ccc(C)o3)nc3cc(C)ccn23)cc1	-12%	-10%	?	-8%[10.9 µM]

Another view of part of the listing above.
compound,p53ts 39C kill,p53ts 32C kill,IkB sig inh,Peg3 imprint
O=S(=O)(NCc1ccccc1)c1ccc(-c2cnc(C3CC3)o2)cc1,?,0%,-2.7%,-7%[10.9 µM]
O=C(CN1CCN(S(=O)(=O)c2ccc(Br)cc2)CC1)Nc1ccc(F)cc1F,4%,10%,?,-4%
Cc1cccc(OCCn2c(=O)n(C)c3ccccc32)c1,-26%,-21%,1.0%,-30%[inhibitor]
COC(=O)N1CCC[C@@]2(CCN(C(=O)Nc3cccc(C#N)c3)C2)C1,-2%,-6%,-0.3%[11.4 µM],nt

(listing goes on)
SMILES	p53ts 39C kill	p53ts 32C kill	IkB sig inh	Peg3 imprint
CCOC(=O)c1c(C)oc2nc(C)nc(N3CCN(c4ccc(OC)cc4)CC3)c12	-3%	-6%	?	-11%[10.9 µM]
CCOC(=O)c1c(NC(C)=O)c2c3c(sc2n1Cc1c(C)cc(C)cc1C)CCCC3	-16%	0%	?	-6%[10.9 µM]
CC(C)CCNC(=O)CSc1c2c(nc3ccc(Cl)cc13)CCCC2	?	5%	?	-1%[10.9 µM]
COC(=O)C1=C(N)Oc2cc(C)n(Cc3cccnc3)c(=O)c2C1c1cc(OC)ccc1OC (stereo not drawn)	13%	-5%	1.6%	-3%
CCOc1ccc(CCNC(=O)CS(=O)Cc2nc(-c3ccc(C)cc3)oc2C)cc1OCC (stereo not drawn)	-20%	8%	-1.4%	-10%[10.9 µM]
Cc1nn(CC(=O)Nc2ccc3c(c2)nc(CN2CCCCC2)n3C)c(=O)c2ccccc12	10%	9%	3.0%	-10%
CC1CCCN(S(=O)(=O)c2ccc(NC(=O)Cn3nnc(-c4ccccc4F)n3)cc2)C1 (stereo not drawn)	-4%	-14%	?	-22%
CC(=O)c1cccc(OCCN2C(=O)NC(C)(C)C2=O)c1	2%	7%	-3.0%	-14%
COc1ccccc1C1N(c2ccc(Cl)cc2)C(=O)C2CCCN21 (stereo not drawn)	-9%	-9%	-1.1%	-13%
COc1ccc(C(CC(=O)Nc2ccc(OC)c(OC)c2)N2Cc3ccccc3C2=O)cc1 (stereo not drawn)	20%	-6%	-0.2%	-21%[10.9 µM]
COc1ccc(NC(=O)C2CCC(CNS(=O)(=O)c3ccc4c(c3)C(C)(C)C(=O)N4C)CC2)cc1 (stereo not drawn)	-14%	-3%	-2.5%	-5%[10.9 µM]
C=C(C)CSc1nc2nc(C)cc(C)n2n1	0%	4%	1.1%	-12%
CCn1c(CCn2ccnc2C)n[nH]c1=S	13%	-3%	-0.1%	-7%

Assay outcomes from PubChem BioAssay.
